# Compound activity as filed in PubChem BioAssay.
# AmpC no deterg – AmpC beta-lactamase inhibition without detergent. AmpC nitrocefin hydrolysis, absorbance 480 nm, 0.0001% Triton. Potency, µM (highest dose often 57.1 µM), inactives show top-dose activity change, negative = inhibition, hits mostly inhibitors. actives 0.52% (n = 330,000). AID 485341;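 note: potency is the fitted concentration of half-maximal effect; plate controls were no compound for no effect and no enzyme for full effect; nearly all actives have a fitted effect of over 20% in size; some results filed as inactive show a strong effect at the top dose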
# Target sequence (P00811 whole entry, looked up): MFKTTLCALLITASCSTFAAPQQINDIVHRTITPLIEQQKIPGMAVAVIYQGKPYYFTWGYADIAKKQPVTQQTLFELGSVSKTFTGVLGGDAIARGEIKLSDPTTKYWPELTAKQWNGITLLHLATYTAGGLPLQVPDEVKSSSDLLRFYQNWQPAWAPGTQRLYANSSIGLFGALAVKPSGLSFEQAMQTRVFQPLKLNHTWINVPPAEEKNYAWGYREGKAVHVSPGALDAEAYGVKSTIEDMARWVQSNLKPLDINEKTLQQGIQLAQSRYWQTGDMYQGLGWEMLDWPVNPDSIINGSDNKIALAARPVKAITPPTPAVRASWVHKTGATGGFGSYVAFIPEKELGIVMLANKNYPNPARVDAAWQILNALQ
#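 20 mM phosphate pH 7.0 + 0.01% (detergent screen) or 0.0001% Triton X-100; 5.3 nM AmpC reagent; cpd preinc 15 min RT; nitrocefin (800 uM stock) to start; A480 q20 s × 4 min; Activity was normalised to no-enzyme and no-compound control wells.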
# Sm TGR inh – inhibitors of Schistosoma mansoni thioredoxin glutathione reductase; purified TGR, DTNB reduction, TNB absorbance 405 nm; Potency, µM (series often up to 114 µM), inactives show at the highest dose activity change, negative = inhibition, hits mostly inhibitors; actives 3% (n = 360,000); Q962Y6; note: potency is the fitted concentration of half-maximal effect; nearly all actives have a fitted effect of over 60% in size
#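 TGR 20 nM + NADPH 100 uM (dispensed conc.), cpd preinc 15 min RT; start with NADPH (500 uM addition) then DTNB (15 mM addition). Kinetic TNB absorbance, 405 nm filter. Four-parameter Hill fit across titration.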
# AmpC inh detg – blocks E. coli AmpC beta-lactamase in detergent assay; AmpC hydrolysis of nitrocefin, absorbance 480 nm, 0.01% Triton; P00811; AID 485294; actives 0.041% (n = 370,000); Potency, µM (doses to about 114 µM), for the others: at the top dose activity change, negative = inhibition, hits mostly inhibitors;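 note: potency is the fitted concentration of half-maximal effect; 0% = no-compound wells and -100% = no-enzyme wells; nearly all actives have a fitted effect of over 25% in size; some results filed as inactive show a strong effect at the top dose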
#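 20 mM phosphate pH 7.0 + 0.01% (detergent screen) or 0.0001% Triton X-100; 5.3 nM AmpC reagent; cpd preinc 15 min RT; nitrocefin (800 uM stock) to start; A480 q20 s × 4 min; Activity was normalised to no-enzyme and no-compound control wells.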
# AMA1-RON2 inh – inhibitors of Plasmodium falciparum AMA1-RON2 interaction; AlphaScreen AMA1-biotinylated RON2 peptide binding; Potency, µM (highest dose often 58.2 µM), without a hit: at the highest dose activity change, negative = inhibition, most hits filed as inhibitors; actives 0.2% (n = 360,000); AID 720542;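 note: potency is the fitted concentration of half-maximal effect; 0% = vehicle wells and -100% = peptide control; nearly all actives have a fitted effect of over 45% in size; some results filed as inactive show a strong effect at the top dose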
#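 AMA1 (3D7) with his tag at 25 nM final met compounds first, then biotinylated RON2 peptide at 25 nM; detection used donor plus acceptor beads, 10 µg/mL apiece, read by AlphaScreen after 30 min at room temperature.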
# HCMV antiviral – inhibitors of human cytomegalovirus. HFF cells, HCMV-luciferase reporter, 72 h; hits give low values. activity change, negative = inhibition, % at 57.5 µM. actives 4.5% (n = 410,000). AID 1259415; in the data active = activity change below about -60%; inconclusive = no clear call, values can overlap the other calls; inactive = above about -39%
#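 After 16 h attachment at 37C, HFF cells received test compound and HCMV-luciferase (1 PFU/cell); reporter luminescence read 72 h later, data normalized against buffer-only and known inhibitor Salinomycin.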
# FBPA Giardia inh – blocks Giardia fructose-bisphosphate aldolase activity; Potency, µM (series often up to 59.6 µM), for inactives: at the top dose activity, negative = inhibition, hits mostly inhibitors; AID 2451; purified Giardia FBPA; A8B2U2; actives 0.71% (n = 290,000); note: potency is the fitted concentration of half-maximal effect; nearly all actives have a fitted effect of over 55% in size
# Target sequence (A8B2U2 whole entry, looked up): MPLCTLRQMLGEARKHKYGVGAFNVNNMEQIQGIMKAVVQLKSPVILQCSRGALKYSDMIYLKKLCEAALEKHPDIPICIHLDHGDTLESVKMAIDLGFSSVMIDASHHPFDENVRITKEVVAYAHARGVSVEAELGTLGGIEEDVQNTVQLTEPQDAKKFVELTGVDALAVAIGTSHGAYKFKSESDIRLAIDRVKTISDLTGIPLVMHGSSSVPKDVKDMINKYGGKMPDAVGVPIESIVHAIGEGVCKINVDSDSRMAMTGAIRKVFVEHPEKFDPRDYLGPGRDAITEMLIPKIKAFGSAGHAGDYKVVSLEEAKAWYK
#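 Giardia FBPA (40 nM reagent) was preincubated 10 min at RT with compound (up to 57.5 uM final), then substrate plus GAPDH/TPI/NAD/arsenate coupling system with diaphorase/resazurin was added; resorufin fluorescence (525/598 nm) was read after 20 min.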
# Starred values were filed as active, the others as inactive; ? = inconclusive; nt = no result given; [ ] = remark or other dose. Unless noted, calls come from the whole dose curve; as a rule, active = well fitted curve in the direction sought with a large enough effect; inconclusive = small, poorly fitted or top-dose-only effect, or another doubt; inactive = no such curve, though single readings can be large; an effect the other way counts as inactive or inconclusive. Unless noted, % is set by controls: 0 for no effect and ±100 for the full control effect.
No.	compound	AmpC no deterg	Sm TGR inh	AmpC inh detg
1	COCCCNC(=S)NC1CC2CCCC(C1)N2Cc1cccs1 (stereo unspecified)	-14%	7%	-1%
2	COc1ccccc1C(NC(=O)CC(C)C)c1c(O)ccc2ccccc12 (stereo unspecified)	-50%	-24%	2%
3	O=C(c1ccc(S(=O)(=O)c2ccccc2Cl)c([N+](=O)[O-])c1)N1CCCCCC1	-3%	-23%	?
4	COc1ccc(Br)c(C(=O)NCC2CCCCC2)c1	-8%	-4%	-4%
5	CCOc1ccc(NC(=O)Cn2nnc(C(=O)NCc3ccccc3OC)c2N)cc1	-11%	-25%	-10%
6	CCC1(CC)Cc2ccccc2-c2nc(NCCCO)[nH]c(=O)c21	32%	-2%	1%
7	CCS(=O)(=O)Nc1ccc(NC(C)=O)cc1	-3%	-10%	3%
8	COc1ccc(C(=O)NCC(=O)OC2CCCCC2=O)cc1 (stereo unspecified)	-12%	-13%	?
9	O=C(NNC(=O)c1ccc(S(=O)(=O)N2CCCC2)cc1)c1ccc(Br)cc1	-50%	0%	?
10	CCCCCn1c(NCc2ccc(OC)cc2)nc2ccccc21	nt	8%	-7%
11	Cc1ccc(NC(=O)c2cc(C)n(-c3ccccc3)c2C)cc1	-28%	8%	5%
12	CCCS(=O)(=O)c1c(S(=O)(=O)CCC)c2ccc(C(C)=O)cn2c1C(=O)OC	45%	nt	10%
13	CC1=C(C(N)=O)C(c2cccc(Br)c2)n2nc(SCc3ccccc3)nc2N1 (stereo unspecified)	nt	-9%	2%
14	O=C(CN1C(=O)NC2(CCCC2)C1=O)OCCOc1ccccc1	2%	-8%	?
15	O=C(CCc1cccc(Cl)c1)N1CCCC(Nc2ccccc2)C1 (stereo unspecified)	78%[activator]	-12%	-14%

No.	AMA1-RON2 inh	HCMV antiviral	FBPA Giardia inh
1	3%	-11	2%
2	1%	49	22%
3	2%	-65*	-8%
4	-12%	-30	-8%
5	6%	-15	6%
6	-6%	10	-4%
7	10%	-10	0%
8	-23%	-1	1%
9	64%[activator]	-4	nt
10	nt	-32	nt
11	-5%[11.6 µM]	-93*	?
12	4%	5	-3%
13	nt	7	nt
14	-4%	16	-3%
15	-2%	?	16%

# Following part.
No.	compound	AmpC no deterg	Sm TGR inh	AmpC inh detg
16	Cc1c(Cc2ccc3c(c2)OCO3)sc(NC(=O)c2ccccc2)c1C(N)=O	-54%	-14%	-19%
17	CC(=O)Nc1ccc(S(=O)(=O)Nc2cccc(NC(=O)C(C)(C)C)c2)cc1	?	-1%	1%
18	O=C(CCCOc1ccc(Cl)cc1Cl)Nc1ncccn1	14%	10%	-1%
19	COc1cccc(OC)c1C(=O)Nc1ccc2c(c1)OCCO2	-1%	2%	?
20	COc1cccc2c1Oc1ncccc1N(c1ccc(C(=O)NCc3ccccc3Cl)s1)C2	nt	-6%	2%
21	CCOC(=O)c1ccc(NC(=O)C2C3C=CC(O3)C2C(=O)O)cc1 (stereo unspecified)	-9%	56µM*	-8%
22	COc1cccc(NC(=O)C(=O)NCCc2csc(-c3ccc(C(F)(F)F)cc3)n2)c1	nt	17%	9%
23	O=S(=O)(c1ccc(Cl)cc1)n1nnc2ccccc21	-13%	-20%	-5%
24	CC(C)C(NS(=O)(=O)c1ccc2c(c1)oc(=O)n2C)C(=O)NCCc1ccc(Cl)cc1 (stereo unspecified)	nt	7%	4%
25	CC(C)(C)c1ccc(S(=O)(=O)N2CCN(c3ncccn3)CC2)cc1	-14%	-7%	-9%
26	CC(C)(C)C1CCc2nc(NC(=O)c3cccc(Cl)c3)sc2C1 (stereo unspecified)	nt	-17%	3%
27	COc1ccc(N2C(=O)CNC2=S)cc1	-24%	-1%	2%
28	CCN(C(=O)c1cccn(Cc2ccccc2C)c1=O)c1ccccc1	nt	17%	3%
29	O=C(Cc1ccc(Br)cc1)OCC(=O)N1CCCCCC1	23%	nt	nt
30	O=C(Nc1cccc(Cl)c1)NC1CC2CCC(C1)N2Cc1ccco1 (stereo unspecified)	-33%	1%	-10%

No.	AMA1-RON2 inh	HCMV antiviral	FBPA Giardia inh
16	3%	-26	-6%
17	-10%	8	-1%
18	3%	1	0%
19	19%	-79*	2%
20	nt	-2	nt
21	nt	nt	12%
22	nt	39	nt
23	9%	-4	nt
24	nt	2	nt
25	-3%	-15	2%
26	nt	-90*	nt
27	72%[activator]	54	6%
28	nt	-22	nt
29	3%	-7	nt
30	-3%	?	-3%

# (further entries)
No.	compound	AmpC no deterg	Sm TGR inh	AmpC inh detg
31	CCOc1ccccc1Nc1nnc(SCC(=O)NC2CCS(=O)(=O)C2)s1 (stereo unspecified)	-19%	nt	nt
32	O=C(NCC(O)COc1ccc([N+](=O)[O-])cc1)Nc1ccccc1 (stereo unspecified)	-31%	5%	7%
33	COc1ccc(C(=O)OC(C)C(=O)NC(C)CCc2ccccc2)c(OC)c1 (stereo unspecified)	47%	-8%	-10%
34	CCc1ccc(S(=O)(=O)Nc2ccc(-c3nc4cccnc4s3)cc2)s1	-17%	-3%	?
35	c1cc2c(cc1Cn1cnnn1)OCO2	-6%	-4%	?
36	CCCCn1c(N)c(N(CCC(C)C)C(=O)c2cc(CC)c(C)s2)c(=O)[nH]c1=O	-12%	4%	-19%
37	COc1ccc(S(=O)(=O)NCCc2sc(-c3cccc(F)c3)nc2C)cc1	nt	12%	6%
38	Cc1cnc(C(=O)Nc2nnc(SCc3c(Cl)cccc3Cl)s2)cn1	-7%	1%	-14%
39	CC1=C(C(=O)OCc2ccccc2)C(c2ccc(N3CCOCC3)cc2)NC(=O)N1 (stereo unspecified)	28%	0%[11.4 µM]	?
40	COc1ccc(OC)c(NC(=O)NNC(=O)CCCOc2ccc(Cl)cc2C)c1	14%	nt	-2%
41	CCC1C(=O)CC(c2ccc([N+](=O)[O-])cc2)NC1c1ccc([N+](=O)[O-])cc1 (stereo unspecified)	-9%	2%	-7%
42	O=C(NCCOc1ccccc1-c1ccccc1)c1ccco1	34%	nt	-14%
43	CC1=C(C(=O)Nc2cccnc2)C(c2ccccn2)n2nnnc2N1 (stereo unspecified)	8%	-6%	?
44	CCOC(=O)N1CCN(Cc2nc(-c3ccc(C)cc3)no2)CC1	50%	-18%	-4%
45	COc1ccc2[nH]c(=O)c(CN(Cc3ccc(C)cc3)Cc3nnnn3CC3CCCO3)cc2c1 (stereo unspecified)	0%	?	?

No.	AMA1-RON2 inh	HCMV antiviral	FBPA Giardia inh
31	-12%	10	nt
32	-13%	15	1%
33	15%	-14	5%
34	10%	41	0%
35	-19%	11	9%
36	4%	0	nt
37	nt	-29	nt
38	-10%	13	?
39	0%	49	-4%
40	74%[activator]	-12	0%
41	-22%	3	-11%
42	-13%	-27	-11%
43	15%	?	-13%
44	-2%	93	-4%
45	2%	3	?

# Carrying on:
No.	compound	AmpC no deterg	Sm TGR inh	AmpC inh detg
46	CCOc1cc(C(=O)Nc2cc3c(cc2N2CCCC2)n(C)c(=O)c(=O)n3C)cc(OCC)c1OCC	nt	50µM*	4%
47	CCc1ccc(S(=O)(=O)c2nnn3c2nc(NCc2cccc(OC)c2)c2cc(Cl)ccc23)cc1	nt	3%	20%
48	CCOC(=O)C1=C(CN2CCN(c3cccc(Cl)c3)CC2)NC(=O)NC1c1ccc(Cl)cc1 (stereo unspecified)	nt	-8%	1%
49	O=C(COC(=O)c1ccccc1C(=O)c1ccc(Cl)cc1)NC(c1ccccc1)c1ccccc1	-27%	0%	-7%
50	CCN(CC)S(=O)(=O)c1ccc(C(=O)Nc2cc3oc4ccccc4c3cc2OC)cc1	-13%	-5%	-19%
51	Cc1ncc(CSc2ccc(Cl)cc2)c(CO)c1O	-37%	?	?
52	C[C@]12CC[C@@H]3c4ccc(O)cc4CC[C@H]3[C@@H]1C[C@@H](O)[C@@H]2O	-20%	-5%	-6%
53	O=C(OCn1nnc2ccccc2c1=O)c1ccc(O)cc1	-35%	57%[activator]	-1%
54	CCC(NC(=O)CCC(=O)N1CCN(S(=O)(=O)c2ccc(C)cc2)CC1)c1ccc(C)cc1 (stereo unspecified)	176%[activator]	-25%	-5%
55	N#CCCNC(=O)CCN1CCCCC1	0%	?	-11%
56	O=C(NNC(=O)c1ccccc1[N+](=O)[O-])c1cnccn1	-11%	-8%	4%
57	CCN(CC)S(=O)(=O)c1ccc(S(=O)(=O)N2CCN(C(=O)c3ccco3)CC2)cc1	-12%	2%	-2%
58	CCOc1ccc(CCNC(=O)c2cnccn2)cc1OCC	-1%	0%	?
59	CCOCCCNC(=O)CN1C(=O)C(CC)Oc2ccccc21 (stereo unspecified)	-8%	5%	-3%
60	O=C(NCCN1CCN(c2ccccc2)CC1)c1cccn2c(=O)c3cc(Cl)ccc3nc12	-4%	-4%	2%

No.	AMA1-RON2 inh	HCMV antiviral	FBPA Giardia inh
46	nt	3	nt
47	nt	-1	nt
48	nt	8	nt
49	10%	1	-5%
50	-1%	-26	2%
51	-7%	nt	3%
52	-1%	-4	4%
53	2%	5	14%
54	19%	-6	nt
55	5%	17	3%
56	83%[activator]	-10	20µM*
57	-8%	-4	-1%
58	-8%	-4	-1%
59	1%	15	3%
60	-4%	58	6%

# (listing goes on)
No.	compound	AmpC no deterg	Sm TGR inh	AmpC inh detg
61	Cc1onc(-c2ccccc2)c1C(=O)Nc1ccc(C(=O)N2CCCCC2)cc1	31%	-18%	-7%
62	COc1ccc(C(=O)Nc2ccc(N3CCN(C(=O)c4ccccc4)CC3)cc2)cc1[N+](=O)[O-]	59%	6%	0%
63	CC(=O)c1ccc(NC(=S)NCCCn2ccnc2)cc1	-17%	-19%	-6%
64	CCOC(=O)/C=C/C(=O)OCC(=O)N1CCN(C(=O)c2ccco2)CC1	-11%	32µM*	-5%
65	CC(=O)c1ccc(N2C(=O)N(Cc3ccccc3C#N)c3ccccc3S2(=O)=O)cc1	nt	3%	7%

No.	AMA1-RON2 inh	HCMV antiviral	FBPA Giardia inh
61	19%	22	5%
62	-19%	-35	0%
63	-9%	5	6%
64	0%	-16	nt
65	nt	-28	nt

# Entries 59–62, reprinted for reference:
No.	compound	AmpC no deterg	Sm TGR inh	AmpC inh detg
59	CCOCCCNC(=O)CN1C(=O)C(CC)Oc2ccccc21 (stereo unspecified)	-8%	5%	-3%
60	O=C(NCCN1CCN(c2ccccc2)CC1)c1cccn2c(=O)c3cc(Cl)ccc3nc12	-4%	-4%	2%
61	Cc1onc(-c2ccccc2)c1C(=O)Nc1ccc(C(=O)N2CCCCC2)cc1	31%	-18%	-7%
62	COc1ccc(C(=O)Nc2ccc(N3CCN(C(=O)c4ccccc4)CC3)cc2)cc1[N+](=O)[O-]	59%	6%	0%

No.	AMA1-RON2 inh	HCMV antiviral	FBPA Giardia inh
59	1%	15	3%
60	-4%	58	6%
61	19%	22	5%
62	-19%	-35	0%
